Source: PubChem
GRIN3A LBD mod – modulates the human NR3A ligand-binding domain | 340,000 tested, 2.5% active | Tm shift relative to glycine control, % at 25 µM | NR3A LBD differential scanning fluorimetry, Tm shift; 0% = protein alone, 100% = glycine-bound protein | AID 1259313;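 active means melting temperature shift of at least 10% of the positive control shift, at one fixed dose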
MPTP block – blocks calcium-induced mitochondrial swelling; isolated mouse mitochondria, Ca2+ swelling absorbance, 30 min; inhibition, % at 10 µM; 360,000 tested, 1.4% active;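 active means inhibition of 50% or more, scaled per plate between neutral and stimulator controls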;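 further: 0% = DMSO wells given calcium and 100% = 1 mM EGTA wells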
beta cell repl – induces beta-cell replication in MIN6 cells. 330,000 tested, 0.29% active. MIN6 cells proliferation, ATPlite luminescence, 48 h; cells starved in 0.2% serum; 100% = growth in 10% serum. proliferation, % at 10 µM;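 active means compounds whose signal lies at least 3.5 SD above the mean of all wells on their plate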;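 further: 0% = DMSO-treated cells in low-serum medium and 100% = 10% serum control; some compounds called inactive have numbers as strong as hits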
mIAP inh – blocks mouse intestinal alkaline phosphatase | purified mouse IAP, CDP-Star luminescence, 30 min | inhibition, % at 10 µM | 330,000 tested, 0.2% active;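 active means inhibition of at least 40% at 10 µM in the primary screen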;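 further: plate controls were DMSO with enzyme for no effect and no enzyme wells for full effect; values of inactives mirror those of a sister screen read the other way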
APOBEC3A inh – inhibitors of human APOBEC3A DNA deaminase; P31941; recombinant A3A, FAM/TAMRA ssDNA deamination fluorescence; inhibition, % at 20 µM; 330,000 tested, 0.41% active; AID 493011;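 active means at least 40% inhibition at 20 µM here, with at most 30% in a related deaminase screen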;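 further: plate controls were A3A with DMSO for no effect and wells lacking A3A enzyme for full effect; some results filed as inactive read as strong as hits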
Target sequence (P31941 whole entry, looked up): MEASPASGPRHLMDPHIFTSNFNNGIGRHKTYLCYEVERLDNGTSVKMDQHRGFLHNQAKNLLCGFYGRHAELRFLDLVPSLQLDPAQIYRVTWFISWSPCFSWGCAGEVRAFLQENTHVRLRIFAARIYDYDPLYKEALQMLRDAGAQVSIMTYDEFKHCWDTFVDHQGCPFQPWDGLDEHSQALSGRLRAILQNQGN
hIAP activ – increases human intestinal alkaline phosphatase activity. 330,000 tested, 0.16% active. activation factor at 10 µM. purified human IAP, CDP-Star luminescence, 30 min; stronger effect = higher value; 1 = vehicle-only enzyme, 0 = enzyme-free background. P09923;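 active means activation factor of the enzyme at least 2-fold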; further: the source names both 10 and 20 µM as test concentration; values of inactives mirror those of a sister screen read the other way
Target sequence (P09923 whole entry, looked up): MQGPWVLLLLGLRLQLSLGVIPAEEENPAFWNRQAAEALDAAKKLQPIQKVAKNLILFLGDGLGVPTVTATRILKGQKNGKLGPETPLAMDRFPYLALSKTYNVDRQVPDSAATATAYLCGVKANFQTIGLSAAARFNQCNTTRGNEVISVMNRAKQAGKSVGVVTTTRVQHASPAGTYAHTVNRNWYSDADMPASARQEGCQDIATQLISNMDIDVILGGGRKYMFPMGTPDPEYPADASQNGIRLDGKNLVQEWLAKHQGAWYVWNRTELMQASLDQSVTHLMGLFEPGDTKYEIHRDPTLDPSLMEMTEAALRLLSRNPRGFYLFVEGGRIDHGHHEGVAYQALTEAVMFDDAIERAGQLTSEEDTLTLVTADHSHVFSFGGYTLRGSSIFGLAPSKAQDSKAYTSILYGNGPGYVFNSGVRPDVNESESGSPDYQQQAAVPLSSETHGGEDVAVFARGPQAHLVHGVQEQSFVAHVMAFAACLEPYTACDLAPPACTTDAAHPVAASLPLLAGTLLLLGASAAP
A3G deaminase – inhibitors of human APOBEC3G DNA deaminase; recombinant A3G, ssDNA deamination FAM/TAMRA fluorescence; inhibition, % at 20 µM; 330,000 tested, 0.28% active; AID 493012;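 active means inhibition of at least 40% at 20 µM, with no more than 30% in the related APOBEC3A deaminase screen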;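 further: plate controls were DMSO wells with A3G for no effect and wells lacking A3G enzyme for full effect; some compounds called inactive have numbers as strong as hits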
hIAP block – blocks human intestinal alkaline phosphatase; P09923; purified IAP, CDP-Star luminescence, 30 min; inhibition, % at 10 µM; 330,000 tested, 0.12% active;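 active means inhibition reaching a set limit with compound at 10 µM in the primary screen, cut at about 35% in these data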;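 further: plate controls were DMSO wells with enzyme for no effect and no-enzyme buffer wells for full effect; values of inactives mirror those of a sister screen read the other way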
mIAP act – mouse IAP activation | 330,000 tested, 0.24% active | AID 2805 | muIAP, CDP-Star luminescence, 30 min; stronger effect = higher value; 1 = vehicle-only enzyme signal, 0 = enzyme-free wells | activation factor at 10 µM;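 active means activation factor of at least 2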; further: the source names both 10 and 20 µM as test concentration; values of inactives mirror those of a sister screen read the other way
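also added = chemiluminescent substrate CDP-Star | test system = mouse IAP enzyme | signal = chemiluminescence readout | compound = DMSO-dissolved test compounds | incubation = 30 min at room temperature | benchmarks = DMSO wells, no-enzyme wells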
Active calls of the source: *. Hits appear at their usual frequency (roughly 5% active in at least one column).

SMILES	GRIN3A LBD mod	MPTP block	beta cell repl	mIAP inh	APOBEC3A inh	hIAP activ	A3G deaminase	hIAP block	mIAP act
COc1cccc(C(=O)Nc2ccc3c(c2)C(=O)c2ccccc2C3=O)c1	16*	3.0	-2	15	-1	1	0	-2	0.85
O=C(N/N=C\c1ccc(Br)cc1)c1ccc(Cn2cccn2)o1	1	1.8	-3	-1	1	0.99	-2	1	1
O=C(CCN1C(=O)C2CCCCC2C1=O)Nc1nc(-c2ccccc2)cs1 (stereo unspecified)	-2	3.2	-3	-4	1	0.86	-3	14	1
Cc1cc2c(=O)n(C)c(SCC(=O)Nc3ccccc3)nc2s1	-1	-1.4	-2	-2	3	1	-13	0	1
CCn1c(=O)n(CC)c2cc(S(N)(=O)=O)ccc21	-1	-2.4	-3	11	-3	0.82	-7	18	0.89
CCCc1nnc(SCC(=O)Nc2ccc(C(=O)OCC)cc2)o1	-4	-0.3	-3	6	-2	0.92	-5	8	0.94
COc1cc(C(=O)N/N=C/c2ccccn2)cc(OC)c1OC	-1	0.0	-1	9	-3	1.2	-2	-25	0.91
Cc1nc2cc(-c3ccccc3)[nH]n2c(=O)c1C	-1	0.9	0	11	-6	1.1	-5	-10	0.89
Cn1c(Oc2ccccc2NCc2cccc(Br)c2)cc(=O)n(C)c1=O	-3	-2.7	-2	-7	-3	0.91	-5	9	1.1
COc1ccccc1NC(=O)c1cc2ccccc2nc1C	3	-1.9	-3	-6	0	0.93	0	7	1.1
Cc1cc(C)cc(NC(=O)C(c2ccccc2)N2CCN(CC(=O)N3CCCC3)CC2)c1 (stereo unspecified)	-1	-1.8	2	-1	6	1.1	-6	-5	1
COCCn1c(SCC(=O)Nc2ccc(F)cc2F)nc2c([nH]c3ccccc32)c1=O	2	2.5	3	-2	1	1.5	-3	-46	1

Retrieved by compound from above, 6 records:
SMILES	GRIN3A LBD mod	MPTP block	beta cell repl	mIAP inh	APOBEC3A inh	hIAP activ	A3G deaminase	hIAP block	mIAP act
Cc1cc(C)cc(NC(=O)C(c2ccccc2)N2CCN(CC(=O)N3CCCC3)CC2)c1 (stereo unspecified)	-1	-1.8	2	-1	6	1.1	-6	-5	1
Cc1cc2c(=O)n(C)c(SCC(=O)Nc3ccccc3)nc2s1	-1	-1.4	-2	-2	3	1	-13	0	1
O=C(N/N=C\c1ccc(Br)cc1)c1ccc(Cn2cccn2)o1	1	1.8	-3	-1	1	0.99	-2	1	1
CCCc1nnc(SCC(=O)Nc2ccc(C(=O)OCC)cc2)o1	-4	-0.3	-3	6	-2	0.92	-5	8	0.94
COc1ccccc1NC(=O)c1cc2ccccc2nc1C	3	-1.9	-3	-6	0	0.93	0	7	1.1
COCCn1c(SCC(=O)Nc2ccc(F)cc2F)nc2c([nH]c3ccccc32)c1=O	2	2.5	3	-2	1	1.5	-3	-46	1

Continuation:
SMILES	GRIN3A LBD mod	MPTP block	beta cell repl	mIAP inh	APOBEC3A inh	hIAP activ	A3G deaminase	hIAP block	mIAP act
C1CCC(n2nnnc2CN2CCN(C3CCCC3)CC2)CC1	-2	-1.4	0	1	-1	0.9	-1	10	0.99
O=C(O)c1cc2nc(C3CC3)cc(C(F)(F)F)n2n1	-2	-3.0	-3	10	2	0.94	-7	6	0.9
CCOc1ccccc1N1CCN(C(=O)C2c3ccccc3Oc3ccccc32)CC1	2	2.9	-3	-11	5	1	0	-1	1.1
CNS(=O)(=O)c1cccc(C(=O)OCc2cc(=O)n3cc(Br)ccc3n2)c1	1	0.0	-1	-7	1	0.98	-5	2	1.1
Cc1cnc(C(=O)OCC(=O)Nc2ccc(C)c(S(=O)(=O)N3CCOCC3)c2)cn1	3	-0.2	0	1	5	0.99	-3	1	0.99
COc1ccc(OCc2cc(=O)[nH]c3ccccc23)cc1	4	-0.3	-4	-6	1	0.91	-4	10	1.1
CCOC(=O)C(C)Sc1nc(=O)n2ccccc2n1 (stereo unspecified)	-2	-0.9	0	0	-2	0.91	-6	9	1
O=C(O)c1ccccc1NS(=O)(=O)c1ccc2c3c(cccc13)C(=O)N2	-8	-0.9	1	8	-4	0.85	-5	15	0.92
O=C(c1ccco1)N1CCN(C(=O)c2sccc2-c2ccccc2)CC1	-1	3.7	0	7	6	0.88	-3	12	0.93
COc1cc(OC)c(C(=O)O/N=C(\N)c2ccccc2)cc1OC	1	0.7	-3	4	-5	1.1	3	-7	0.96
CCN(CC)S(=O)(=O)c1ccc(N2CCN(C)CC2)c(NC(=O)CSCC(=O)Nc2cccc(C)c2)c1	0	-0.4	1	0	24	1.1	-8	-8	1
CS(=O)(=O)N1CCC(C(=O)N2CCN(c3ccccc3F)CC2)CC1	-3	-0.9	1	8	1	0.96	-4	4	0.92
Cc1cc(=O)oc2c3c(cc(OCC(=O)NCC4CCC(C(=O)O)CC4)c12)OC(C)(C)CC3 (stereo unspecified)	0	-2.7	10	1	-1	1	-7	-1	0.99
COC(=O)c1cccc(N2C(=O)c3ccccc3S2(=O)=O)c1	0	-1.1	-2	-5	40*	0.98	19	2	1
CCc1ccccc1NC(=O)C1CCCN(S(=O)(=O)c2c(C)noc2C)C1 (stereo unspecified)	7	3.3	-1	6	-2	0.97	-2	3	0.94
CC1CN(S(=O)(=O)c2cccc(C(=O)NCCC3=CCCCC3)c2)CC(C)O1 (stereo unspecified)	-2	-0.9	2	-8	6	1.1	-7	-8	1.1
CCCCCC(=O)N/N=C(\C)c1ccc(NC(=O)c2ccco2)cc1	-5	-1.3	-3	4	0	0.91	-5	9	0.96
CCCCOC(=O)c1ccc(NC(=O)C(=O)NCCN(CC)CC)cc1	-2	0.0	-3	2	-2	1	-5	-2	0.98
CC(C)OCCCNC(=O)C1CCC(=O)N1C(C)C (stereo unspecified)	-1	-0.4	-1	-10	33	1.1	1	-7	1.1
S=C(NC1CC1)N1CCN(c2ccc(Cl)cc2)CC1	0	5.1	0	-13	-2	0.96	-3	4	1.1
Cc1ccc(-n2nnnc2SCC(=O)N2CCN(C(=O)c3ccco3)CC2)c(C)c1	0	0.9	-2	5	-5	1.1	-9	-6	0.95
Cc1[nH]c2ccccc2c1NC(=O)CN1CCN(c2cccc(C(F)(F)F)c2)CC1	-25	-3.8	-5	0	-14	1.1	-4	-13	1
Cc1noc(C)c1S(=O)(=O)N1Cc2ccccc2CC1C(=O)N(C)C (stereo unspecified)	1	0.4	1	3	-2	1.1	-5	-7	0.97
Cc1ccc(C(=O)NC(=S)N2CCCCCC2)cc1	2	0.7	-2	9	-2	1.1	-8	-6	0.91

One compound at a time, from the list above. Screens in order: GRIN3A LBD mod	MPTP block	beta cell repl	mIAP inh	APOBEC3A inh	hIAP activ	A3G deaminase	hIAP block	mIAP act
Cc1noc(C)c1S(=O)(=O)N1Cc2ccccc2CC1C(=O)N(C)C (stereo unspecified) across the screens: 1	0.4	1	3	-2	1.1	-5	-7	0.97
CCCCCC(=O)N/N=C(\C)c1ccc(NC(=O)c2ccco2)cc1 across the screens: -5	-1.3	-3	4	0	0.91	-5	9	0.96

New compounds follow:
SMILES	GRIN3A LBD mod	MPTP block	beta cell repl	mIAP inh	APOBEC3A inh	hIAP activ	A3G deaminase	hIAP block	mIAP act
NS(=O)(=O)c1cccc(NC(=O)c2cc(-c3cccs3)nc3ccccc23)c1	0	2.0	-3	13	10	0.98	0	2	0.87
COC(=O)c1ccccc1NC(=O)CN(c1c(C)cccc1C)S(C)(=O)=O	-2	-0.2	-3	-1	-1	1.1	-1	-11	1
Cn1cc(Br)c(C(=O)NNC(=O)c2cccc(Br)c2)n1	0	-3.4	0	5	-6	1.1	-8	-7	0.95
O=C(COC(=O)CC1c2ccccc2CCN1S(=O)(=O)c1ccccc1)Nc1ccccc1 (stereo unspecified)	-9	1.5	0	-9	-2	1.1	-3	-7	1.1
O=C(Nc1ccccc1)N1CCN(c2ccc(C(F)(F)F)cn2)CC1	2	2.9	-3	-8	-1	1	-7	-1	1.1
NC1=C([N+](=O)[O-])C(c2ccc3c(c2)OCO3)C2=C(CCCC2=O)O1 (stereo unspecified)	1	2.5	-1	2	-2	1.2	-9	-21	0.98
COc1ccccc1C(=O)NCC(=O)OC(C)C(=O)N(C)C1CCCCC1 (stereo unspecified)	1	-0.7	3	1	-2	0.76	-8	24	0.99
COc1ccccc1/C=C/C(=O)OCC(=O)Nc1ccc(Cl)cn1	0	1.3	-3	5	6	0.94	-1	6	0.95
COc1ccc(NC(=O)/C(=C\c2cc(OC)c(OC)cc2[N+](=O)[O-])NC(=O)c2ccccc2)cc1	-1	0.8	-1	-3	0	0.85	-2	15	1
COCCn1c(C)cc(C(=O)COC(=O)/C=C/c2c(C)nn(C3CCS(=O)(=O)C3)c2Cl)c1C (stereo unspecified)	-1	-0.9	6	10	-6	0.92	-8	8	0.9
O=C(OCC(=O)N(C1CCCCC1)C1CCCCC1)c1ccc(Cl)nc1	-1	-1.1	2	10	3	1.1	-2	-6	0.9
Cc1cc(NCc2cccnc2)nc(N)n1	1	-0.2	-5	6	-1	1.1	-6	-5	0.94
O=C(COc1ccccc1Cl)Nc1cccnc1	1	1.1	1	-4	0	0.95	0	5	1
CSc1ccccc1NC(=O)CN(c1ccccc1)S(=O)(=O)N(C)C	0	3.9	6	-3	0	1.1	-3	-14	1
CC1CCN(c2nc(N3CCCCC3)nc(N3CCCCC3)n2)CC1	1	-2.7	-6	-6	-3	0.92	-12	8	1.1
CCN(C[C@H]1N[C@@](CC)(C(=O)OC)[C@H]2C(=O)N(C)C(=O)[C@@H]12)C(=O)Nc1ccc(OC)cc1	-2	-0.7	-3	3	-5	0.82	-5	18	0.97
CCC(C)Sc1ccc(-c2nc3ccc(Cl)cn3c2NCc2ccccc2)cc1 (stereo unspecified)	-10	3.6	-6	-7	-5	0.96	-6	4	1.1
CC(C)(CNC(=O)c1cccc(S(=O)(=O)NCc2ccccc2)c1)N1CCOCC1	3	-0.3	-1	8	0	1.2	-6	-16	0.92
CC12CCC(=O)N1C(C(=O)N1CCN(c3cccc(Cl)c3)CC1)CS2 (stereo unspecified)	3	0.3	-2	-1	-3	0.91	-5	9	1
C[C@H](O)C(=O)C1=Nc2c(nc(N)[nH]c2=O)NC1	-3	-0.3	-1	-5	-4	1.3	3	-25	1.1
Cc1cccc(Cl)c1NC(=S)NN	2	2.0	-2	5	-2	0.85	-3	15	0.95

Some entries already given, reduced to APOBEC3A inh and mIAP inh:
| Compound | APOBEC3A inh | mIAP inh |
| --- | --- | --- |
| CCC(C)Sc1ccc(-c2nc3ccc(Cl)cn3c2NCc2ccccc2)cc1 (stereo unspecified) | -5 | -7 |
| CC(C)(CNC(=O)c1cccc(S(=O)(=O)NCc2ccccc2)c1)N1CCOCC1 | 0 | 8 |
| CC12CCC(=O)N1C(C(=O)N1CCN(c3cccc(Cl)c3)CC1)CS2 (stereo unspecified) | -3 | -1 |
